# Hsp70 inhibitors – Hsp70 inhibitors, probe displacement, primary screen, biochemical, fluorescence polarization (AID 583); Hsp70 fluorescence polarization probe displacement, mP; higher % means a stronger effect; one-dose displacement, % at 20 µM; IC50 in µM for titrated hits; 0.06% of 140,000 active; in the data active = displacement above about 50%;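 note: plate controls were vehicle for no effect and reference ligand for full effect; a part of the inactive calls stands beside numbers as strong as those of hits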
# MKP-3 inhibition – MKP-3 phosphatase inhibitors, primary screen, biochemical, rat enzyme, in vitro (AID 425). inhibition, % at 20 µM; hits with a dose series show IC50 in µM. 0.17% of 110,000 active. recombinant MKP-3 phosphatase activity, fluorescence; higher % means a stronger effect; in the data active = inhibition above about 50%;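 note: plate controls were vehicle for no effect and reference inhibitor for full effect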
# Starred values were filed as active, the others as inactive; / = not tested or not shown; & = joins results of further samples. This is a subset; count on the stated rates, not on these rows.
No. | compound | MKP-3 inhibition | Hsp70 inhibitors
1 | COC(=O)Cn1c(=N)n(CCN2CCCCC2)c2ccccc21 | -6% | -1.6%
2 | Cc1cc(C)nc(NS(=O)(=O)c2ccc(Nc3nc(-c4sc(N)nc4C)cs3)cc2)n1 | 6% | -3.7%
3 | O=C(CCOc1ccccc1)Nc1ccc(S(=O)(=O)N2CCCC2)cc1 | 0% | -1.7%
4 | CC(Oc1ccc(Br)cc1)C(=O)N/N=C/c1ccccc1O (configuration not stated) | -2% | 1.5%
5 | CN(C)CCNS(=O)(=O)c1ccc(Cl)cc1 | -12% | 12%
6 | Cn1c(=O)c2c(nc(NCCCN3CCOCC3)n2Cc2ccc(Cl)cc2Cl)n(C)c1=O | -8% | 1.4%
7 | NC(=O)CSc1nc(O)cc(=O)n1-c1ccccc1 | -3% | -5.5%
8 | Cc1ccc2nc3ccc(N4CCCC4)nn3c(=O)c2c1 | 2% | 1.0%
9 | CCCCOc1ccccc1/C=c1/sc2nc(-c3oc4ccccc4c3C)nn2c1=O | 4% | -23%
10 | O=C(Cn1c(C(F)(F)F)nc2ccccc21)N1CCCC1 | / | 3.1%
11 | COc1cc(C2CC(=O)NC3=C2C(=O)CC(C)(C)C3)cc(OC)c1O (configuration not stated) | -1% | 4.0%
12 | COc1ccc(OC)c(N(CC(=O)Nc2ccc(C)cc2)S(=O)(=O)c2ccccc2)c1 | 3% | 5.8%
13 | CCOC(=O)c1c(NC(=O)c2ccc(F)cc2)sc(C(=O)Nc2ccc3c(c2)OCO3)c1C | 2% | -1.8%
14 | CCOC(=O)NC(NC(=S)Nc1c(C)n(C)n(-c2ccccc2)c1=O)C(Cl)(Cl)Cl (configuration not stated) | 0% | -1.2%
15 | O=C1CC(N2CCN(c3ccc([N+](=O)[O-])cc3)CC2)C(=O)N1c1ccc(F)cc1 (configuration not stated) | 1% | 5.0%
16 | Cc1c(C(=O)OCCOC(C)C)[nH]c2c1C(=O)CC(c1ccco1)C2 (configuration not stated) | -4% | 1.8%
17 | CCCC(=O)NCc1cc(-c2nn(C)c(=O)c3ccccc23)ccc1C | / | -2.0%
18 | COc1ccc(/C(C)=N/NC(=O)c2cc(C)[nH]n2)cc1[N+](=O)[O-] | 1% | -2.0%
19 | CC(C)c1ccc(NC(=O)c2ccccc2CCc2ccccc2)cc1 | 0% | -0.8%
20 | Cn1c(=O)c2c(nc(SCC(=O)NCC3CCCO3)n2C)n(C)c1=O (configuration not stated) | 6% | 5.6%
21 | COc1ccccc1N1CCN(C(=O)c2cc3n(n2)C(C(F)(F)F)CC(c2ccc(Cl)c(Cl)c2)N3)CC1 (configuration not stated) | 1% | 1.2%
22 | COc1ccc(S(=O)(=O)Nc2ccc(CC#N)cc2)cc1 | -1% | -2.3%
23 | O=C(NCc1cccs1)c1ccc(CS(=O)(=O)c2ccc(Cl)cc2)o1 | / | -4.1%
24 | COc1c(Br)cc2c(cc(C)n2C)c1O | 3% | 1.0%
25 | O=C(O)c1ccccc1C(=O)c1ccc(Cl)c(N2C(=O)C3CC=CCC3C2=O)c1 (configuration not stated) | 0% | -0.3%

# In the list so far, 6 have an aryl methoxy group:
No. | compound | MKP-3 inhibition | Hsp70 inhibitors
11 | COc1cc(C2CC(=O)NC3=C2C(=O)CC(C)(C)C3)cc(OC)c1O (configuration not stated) | -1% | 4.0%
12 | COc1ccc(OC)c(N(CC(=O)Nc2ccc(C)cc2)S(=O)(=O)c2ccccc2)c1 | 3% | 5.8%
18 | COc1ccc(/C(C)=N/NC(=O)c2cc(C)[nH]n2)cc1[N+](=O)[O-] | 1% | -2.0%
21 | COc1ccccc1N1CCN(C(=O)c2cc3n(n2)C(C(F)(F)F)CC(c2ccc(Cl)c(Cl)c2)N3)CC1 (configuration not stated) | 1% | 1.2%
22 | COc1ccc(S(=O)(=O)Nc2ccc(CC#N)cc2)cc1 | -1% | -2.3%
24 | COc1c(Br)cc2c(cc(C)n2C)c1O | 3% | 1.0%

# (more compounds)
No. | compound | MKP-3 inhibition | Hsp70 inhibitors
26 | O=C(O)C12CC3CC(C(=O)O)(C1)CC(C(=O)O)(C3)C2 | 1% | -0.2%
27 | CCOc1ccc(S(=O)(=O)NC(C)(C)C)cc1-c1nc2c(C(C)(C)C)nn(C)c2c(=O)[nH]1 | -7% | -0.7%
28 | COc1cccc(-n2c(COc3ccc(C)cc3)nnc2SCC(=O)O)c1 | 2% | 3.1%
29 | COc1ccc(C)cc1S(=O)(=O)Nc1ccc(F)c(Cl)c1 | -14% | 6.2%
30 | O=C(Nc1ccc2c(c1)Cc1ccccc1-2)c1cc2ccccc2o1 | 0% | 1.7%&-1.0%
31 | Nc1nc(SCC(=O)N2CCCc3ccccc32)n(-c2ccccc2)n1 | -10% | 2.3%
32 | CCOC(=O)C1=C(C)NC(C)=C(C(=O)OCC)C1C(=O)OCC(=O)N1CCC(C)CC1 | 0% | 4.3%
33 | COCCNCCOc1ccccc1-c1ccccc1 | / | 1.7%
34 | COC(=O)c1cc(NC(=O)COc2ccc(C)cc2)cc(C(=O)OC)c1 | -5% | 0.3%
35 | O=C(c1ccco1)N1CCN(c2ncnc3c2cnn3-c2ccccc2)CC1 | -14% | 1.0%
36 | Cc1cc(C)c(NC(=O)c2ccccc2Br)c(C)c1 | -3% | 0.4%
37 | NC(=O)/C(=N\O)c1ccccc1 | -5% | 2.7%
38 | CCN(C(=O)COc1ncnc2scc(-c3ccc(F)cc3)c12)C1CCS(=O)(=O)C1 (configuration not stated) | -3% | -6.2%
39 | CCc1ncc(C(=O)c2ccc(OC)cc2)n1C | -2% | -4.2%
40 | CCOC(=O)N1CCN(C(=O)COc2ccccc2Cl)CC1 | 9% | 9.1%
41 | CCCn1nnnc1SCC(=O)NCc1ccc(OC)cc1 | 1% | 6.1%
42 | CCc1ccc(NC(=O)N(C2CCC(C)CC2)C2CCN(C(C)=O)CC2)cc1 (configuration not stated) | 0% | 1.2%
43 | CN(CC(=O)N1CCc2ccccc21)S(=O)(=O)c1ccc(Br)s1 | -4% | /
44 | O=c1[nH]c2ccsc2c(=O)n1-c1ccc(F)c(Cl)c1 | -7% | -1.6%
45 | Cc1cc(Cl)ccc1NC1=CC(=O)CC(c2ccccc2)C1 (configuration not stated) | 1% | 1.4%
46 | Cc1cc(=O)[nH]c(SCCOc2ccc(C)c(C)c2)n1 | 2% | -2.3%
47 | CN1CCN(S(=O)(=O)c2ccc(N(C)CC(=O)Nc3ccc(F)cc3)nc2)CC1 | -4% | -3.3%
48 | O=C(NCc1ccco1)C(c1ccccc1)N(Cc1cccnc1)C(=O)Cn1nnc2ccccc21 (configuration not stated) | 5% | -2.4%
49 | O=C1C(c2ccccc2)=S=C2N=C(c3ccccc3)C=CN12 | 0% | -1.5%
50 | COc1ccc(C(N)=O)cc1NC(C)=O | 1% | 6.6%
51 | CC1CCN(C(=O)CN2C(=O)C(C)(C)Oc3ccc(C(=O)NC4CCCC4)cc32)CC1 | -7% | 4.6%
52 | COc1ccc(N2C(=O)NC(=O)/C(=C/c3cc(Br)c(OC)c(OC)c3)C2=O)cc1 | -1% | 2.0%
53 | CCCCn1nc(C(=O)NC2=NCCS2)c2ccccc2c1=O | 4% | 2.0%
54 | N#Cc1cn(-c2ccccc2)nc1-c1ccc2c(c1)OCCO2 | -2% | 0.3%
55 | O=C(CSc1ncn[nH]1)n1c2ccccc2c2ccccc21 | 0% | -1.0%
56 | CSc1ccccc1NC(=O)Nc1ccc(F)c(Cl)c1 | / | 5.2%
57 | C=CCn1c(SCC(=O)Nc2cccc(C(=O)OC)c2)nnc1C(C)NC(=O)c1cccs1 (configuration not stated) | -6% | 2.9%
58 | Cc1ccccc1OCC(=O)NCc1ccccn1 | 4% | -1.3%
59 | COC(=O)C1=C(C)NC2=C(C(=O)CC(C)(C)C2)C1c1cccc(C)n1 (configuration not stated) | -2% | 3.3%
60 | CCn1cc(CNC(=O)c2cc(Cl)ccc2OC)c(C)n1 | -4% | -2.4%
61 | O=S(=O)(c1cccc(-c2nc3ccccc3s2)c1)N1CCOCC1 | / | 5.2%
62 | CCOc1ccc(N2CC(C(=O)Nc3ncccc3C)CC2=O)cc1 (configuration not stated) | -14% | 5.5%
63 | CC(C)N(C(=O)CSc1nnc(NC(=O)C2CCC2)s1)C(C)C | 0% | 5.2%
64 | Cc1cc(-n2c(C)cc(C(=O)CN3C(=O)NC4(CCCC4)C3=O)c2C)no1 | -1% | -5.7%
65 | CCOC(=O)C1=C(C)N=c2s/c(=C\c3ccc([N+](=O)[O-])cc3)c(=O)n2C1c1ccc(OC)cc1OC (configuration not stated) | -1% | 1.1%
66 | O=C(NCCCn1ccnc1)c1cc(S(=O)(=O)N2CCOCC2)c(Cl)cc1Cl | -2% | -0.5%
67 | CCCCc1nc2ccccc2c(=O)n1NC(=O)c1c(O)c2cccc3c2n(c1=O)CC3 | -5% | 6.4%
68 | CCC(=O)N1CCc2cc(Br)cc(S(=O)(=O)NCC3CCCN3CC)c21 (configuration not stated) | -4% | 0.1%
69 | CCC(=O)Nc1ccc(S(=O)(=O)N2CCOCC2)cc1 | / | 7.3%
70 | Nc1cccc(Cl)c1N1CCOCC1 | / | 1.8%
71 | O=C(NCc1cn2ccccc2n1)c1ccc2c(c1)OCO2 | / | 0.5%
72 | O=C(c1cc(-c2ccccc2)on1)N1CCCC1 | -1% | -4.5%
73 | O=C(CCC1CCCC1)N1CCN(S(=O)(=O)Cc2ccccc2)CC1 | -5% | 4.7%
74 | CC1(CC(=O)O)C(=O)N=C2C=CC=CN21 (configuration not stated) | -1% | -3.7%
75 | CCCCn1c(CN2CCOCC2)nc2c1c(=O)n(C)c(=O)n2C | -5% | -1.2%

# The listing continues.
No. | compound | MKP-3 inhibition | Hsp70 inhibitors
76 | c1ccc(OCCN2CCN(c3ncnc4c3cnn4-c3ccccc3)CC2)cc1 | 2% | -4.0%
77 | N#CC1=C2SCN(c3ccccc3)CN2C(=O)CC1c1cccs1 (configuration not stated) | 5% | -2.8%
78 | O=C(NCCCN1CCOCC1)c1cc(-c2ccccc2)on1 | -4% | /
79 | CCOC(=O)c1cc(-c2cccnc2)nn1-c1ccccn1 | -1% | 3.0%
80 | O=C(CCN1CCOCC1)Nc1cccc(Br)c1 | 2% | -0.3%
81 | CCOC(=O)C1=C(C)N(c2ccccc2)C(=O)C1CC(=O)Nc1ccc(C)cc1C (configuration not stated) | 3% | -2.7%
82 | O=C(COc1ccc(Br)cc1CO)Nc1ccccc1F | -3% | -0.2%
83 | CCC(O)CNc1nc(SC)nc2sc3c(c12)CCN(C)C3 (configuration not stated) | -4% | 11%
84 | COC(=O)C1=C(C)NC(=O)NC1c1sccc1C (configuration not stated) | 2% | -4.9%
85 | NC(=O)c1ccccc1NC(=O)N1CCOCC1 | 2% | 3.1%
86 | COC(=O)c1ccc(NC(=O)C2CCN(C(=O)c3cc(OC)c(OC)c(OC)c3)CC2)cc1 | / | 0.9%
87 | CCN(CC)c1ccc(C(=O)NCc2ccccn2)cc1 | 5% | 1.0%
88 | COC(=O)CSc1nc2sc3c(c2c(=O)n1-c1ccccc1)CCN(C)C3 | 4% | 8.1%
89 | COn1c(=O)c(-c2cccs2)[n+]([O-])c2ccccc21 | / | 8.4%
90 | CC(C)CCn1c(SCc2ccc(Cl)cc2)nc2c1c(=O)[nH]c(=O)n2C | 4% | 2.8%
91 | CCSC1(SCC)N=C(N)C2(C#N)C(c3ccccc3)NC3=C(CCC3)C12C#N (configuration not stated) | -11% | -2.4%
92 | COc1ccc(OC)c(S(=O)(=O)NCc2ccccc2)c1 | -11% | 6.6%
93 | NCCC(=O)N1c2ccccc2Sc2ccc(Cl)cc21 | 7% | 3.2%
94 | CCOc1ncccc1C(=O)Nc1ccccc1C(=O)NCc1ccc2c(c1)OCO2 | -5% | -0.2%
95 | O=C(Nc1c(C(=O)O)oc2ccc(Br)cc12)c1ccccc1 | -6% | 4.8%
96 | O=C(Nc1ccc(Cl)c(Cl)c1)Nc1nnc(CSCc2ccccc2F)s1 | 0% | -2.8%
97 | CCOC(=O)CSc1ncnc2c1cnn2-c1ccc(Cl)cc1 | -1% | 5.7%
98 | COc1cc(NC(=O)/C=C/c2ccco2)ccc1NC(=O)c1ccco1 | 2% | -1.2%
99 | CC1=C(C(=O)OCCOc2ccccc2)C(c2ccccc2[N+](=O)[O-])NC(=O)N1C (configuration not stated) | -2% | -1.9%
100 | CCCOc1ccc(C(=O)Nc2ccc(-c3nc4cc(C)c(C)cc4o3)c(O)c2)cc1 | 3% | -3.9%
101 | O=c1cc(-c2ccc3c(c2)OCO3)oc2ccccc12 | -13% | 1.1%
102 | CCOc1ccc(Cn2nnc(C(=O)NCCc3ccccc3)c2N)cc1 | -5% | 0.4%
103 | O=C(COC(=O)c1ccc(N2CCCC2=O)cc1)NCc1ccco1 | -17% | 0.5%
104 | N/C(=N\OC(=O)C(c1ccccc1)c1ccccc1)c1ccccn1 | 1% | 1.4%&2.3%
105 | COC(=O)c1ccc(CSc2nnnn2C)o1 | -4% | 0.5%
106 | CCCCN=c1sc(C(=O)OC)cc(=O)n1CCCC | 4% | 4.9%
107 | O=C(NCCC12CC3CC(CC(C3)C1)C2)Nc1ccccc1 | -2% | -1.4%
108 | O=C(Cc1coc2ccc3ccccc3c12)N1CCc2ccccc21 | / | -0.2%
109 | COc1ccc(NC(=O)CC2Oc3ccc(C)cc3NC2=O)cc1 (configuration not stated) | 4% | -1.2%
110 | COCCn1cnc2c(c1=O)c1nc3ccccc3nc1n2/N=C/c1cccc(OC)c1OC | 3% | 2.6%
111 | Cc1c(NC(=O)c2cc(=O)[nH]c(=O)[nH]2)c(=O)n(-c2ccccc2)n1C | -1% | 0.2%
112 | O=C(Nc1cc(C(F)(F)F)ccc1Cl)c1cccs1 | -3% | -1.2%
113 | COC(=O)COc1c(Cl)cc(/C=C(/C#N)C(=O)Nc2cccc(Br)c2)cc1Cl | 2% | 1.8%
114 | Cc1ccc(S(=O)(=O)N/N=C/c2c(Cl)cccc2Cl)cc1[N+](=O)[O-] | 2% | -0.3%

# Single entries from above:
# MKP-3 inhibition with entry 104 : 1%
# MKP-3 inhibition with entry 111 : -1%
# MKP-3 inhibition with entry 103 : -17%
# Hsp70 inhibitors with entry 114 : -0.3%
# Hsp70 inhibitors with entry 112 : -1.2%

# From PubChem BioAssay
